D1 potentiator: human D1 dopamine receptor positive modulation. P21728. HEK293 TREx D1 cells, calcium flux, dopamine EC20 potentiation. potentiation, % at 10 µM. 360,000 compounds, 0.036% hits. AID 504651; in the data active means potentiation above about 30%; further: 0% is about no effect
Target sequence (P21728 whole entry, looked up): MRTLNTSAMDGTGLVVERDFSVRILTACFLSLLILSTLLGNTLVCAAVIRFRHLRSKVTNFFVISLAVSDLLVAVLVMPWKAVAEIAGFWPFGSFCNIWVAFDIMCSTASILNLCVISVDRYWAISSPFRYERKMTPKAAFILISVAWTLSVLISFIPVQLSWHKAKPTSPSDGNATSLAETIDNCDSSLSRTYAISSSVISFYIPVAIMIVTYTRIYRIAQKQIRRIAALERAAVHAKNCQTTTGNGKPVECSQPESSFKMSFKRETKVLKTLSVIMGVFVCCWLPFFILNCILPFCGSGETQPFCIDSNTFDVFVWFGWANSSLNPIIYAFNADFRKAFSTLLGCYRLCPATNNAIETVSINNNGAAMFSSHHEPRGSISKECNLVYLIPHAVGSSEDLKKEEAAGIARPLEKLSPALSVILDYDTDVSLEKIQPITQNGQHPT
D2 PAM: D2 dopamine receptor (human) potentiation | HEK293 T-REx D2, calcium flux, EC20 dopamine potentiation | potentiation, % at 10 µM | 340,000 compounds, 0.34% hits | AID 485347;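 active means potentiation over 3 SD above the plate norm, cut at about 30% in these data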; further: 0% is about no effect
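Tetracycline-induced HEK293 T-REx cells force-coupled to calcium signalling expressed D2; compounds were pin-added after a 10 s baseline, read kinetically 180 s, then an EC20 dopamine challenge followed with a further 180 s calcium read.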
Anesthetic bind: binds horse apoferritin like a general anesthetic; apoferritin/1-aminoanthracene competitive binding, fluorescence; Potency, µM (series often up to 77.5 µM), for the others: top-dose activity change, negative = displacement, actives largely listed as inhibitors; 350,000 compounds, 0.074% hits; further: potency means the concentration at half of the fitted maximal effect; on the % scale 0 is the no-effect control and ±100 the full control effect; nearly all actives have a fitted effect of over 20% in size
Target sequence (P02791 2-175 limits assumed): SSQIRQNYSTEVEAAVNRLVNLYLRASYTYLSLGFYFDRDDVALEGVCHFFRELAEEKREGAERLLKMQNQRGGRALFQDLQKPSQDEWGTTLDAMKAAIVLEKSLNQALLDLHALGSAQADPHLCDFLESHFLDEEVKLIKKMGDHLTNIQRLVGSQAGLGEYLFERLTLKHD
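Steps: apoferritin (10 uM) was premixed with half-saturated 1-AMA in PBS, compounds were pin-transferred, plates stood 10 min at room temperature, fluorescence was read at 380/535 nm, and curves were fitted with a Hill equation.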
RXFP1 antag: RXFP1 (human) relaxin receptor antagonism | Q9HBX9 | 350,000 compounds, 0.59% hits | activity change, negative = inhibition, % at 57.5 µM | HEK293-RXFP1, relaxin-stimulated cAMP HTRF, 30 min; hits give low values;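 active means activity change of -60% or lower, but not beyond a set lower limit; inconclusive means change between -60% and -40%, or beyond the set limit; inactive means change above -40%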; further: on the % scale 0 is the no-effect control and ±100 the full control effect
RXFP1 agonist: agonists of human relaxin receptor RXFP1; Q9HBX9; HEK293T-RXFP1 cAMP TR-FRET, 30 min; response scale: percent of porcine relaxin response, buffer zero; Potency, µM (doses to about 57.5 µM), for inactives: at the top dose activation, usual class: activators; 370,000 compounds, 0.3% hits; further: potency means the concentration at half of the fitted maximal effect; on the % scale 0 is the no-effect control and ±100 the full control effect; nearly all actives have a fitted effect of over 60% in size; many of its hits are not listed in these tables
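HEK293T cells stably expressing RXFP1 were pretreated with the PDE4 inhibitor Ro 20174, exposed to compounds for 30 min at 37C, lysed, and cAMP was read by TR-FRET. Data normalized to buffer (basal) and 29 nM porcine relaxin (100%).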
D1 antagonist: blocks dopamine activation of the human D1 receptor; P21728; HEK293 TREx D1 cells, calcium flux, dopamine EC80; hits give low values; activity change, negative = inhibition, % at 10 µM; 360,000 compounds, 3.2% hits; in the data active means activity change below about -30%; further: on the % scale 0 is the no-effect control and ±100 the full control effect
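Tetracycline-induced HEK293 Trex D1 cells, force-coupled to calcium, dye-loaded; compounds added and read 180 s, then EC80 dopamine added and calcium flux tracked kinetically another 180 s.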
TRHR ag: agonists of human TRH receptor. P34981. TRHR cells, calcium flux fluo-8, FDSS agonist mode. activation, % at 2 µM. 360,000 compounds, 0.18% hits; in the data active means activation above about 30%; further: 0% is about no effect
Target sequence (P34981 whole entry, looked up): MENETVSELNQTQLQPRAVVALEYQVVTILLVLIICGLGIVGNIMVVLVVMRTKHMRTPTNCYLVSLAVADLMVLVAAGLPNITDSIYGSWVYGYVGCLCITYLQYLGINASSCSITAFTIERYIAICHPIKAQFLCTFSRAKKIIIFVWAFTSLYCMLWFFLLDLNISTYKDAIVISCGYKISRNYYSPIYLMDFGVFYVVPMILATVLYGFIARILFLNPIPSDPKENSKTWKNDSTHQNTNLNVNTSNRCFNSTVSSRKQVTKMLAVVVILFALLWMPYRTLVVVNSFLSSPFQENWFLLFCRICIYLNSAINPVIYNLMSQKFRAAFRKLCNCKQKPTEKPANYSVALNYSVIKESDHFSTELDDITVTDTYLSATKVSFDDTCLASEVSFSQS
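Read-out: compound-evoked intracellular calcium rise in TRHR cells, fluo-8 dye, kinetic FDSS fluorescence at 1 s/cycle following a 10-cycle baseline. Cells cultured overnight before dye loading (30 min–1.5 h, RT).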
D1 ag: activates the human D1 dopamine receptor; P21728; HEK293 T-REx D1 cells, calcium flux, agonist mode; activation, % at 2 µM; 360,000 compounds, 1% hits; AID 504660; in the data active means activation above about 30%; further: 0% is about no effect
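Tetracycline-induced HEK293 TREx D1 cells, force-coupled to calcium signalling, were dye-loaded with a no-wash calcium kit. Compound was pin-added after a 10 s baseline. Fluorescence was read kinetically at 1 cycle/s for 180 s, with calcium rises flagged as agonism.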
TRHR PAM: allosteric enhancers of human TRH receptor. enhancement, % at 2 µM. AID 493056. P34981. 360,000 compounds, 0.66% hits. TRHR cells, fluo-8 calcium fluorescence, EC20 TRH enhancement; in the data active means enhancement above about 30%; further: 0% is about no effect
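TRHR-expressing cells loaded with fluo-8 calcium dye were read kinetically (ex 480/em 530) during compound addition, then stimulated with an EC20 of TRH (10 nM final). Enhancement of the Gq-mediated intracellular calcium response was scored.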
* = called active by the depositor; ? = inconclusive; / = not tested or not shown; [ ] = another dose, or the depositor's remark. Unless noted, the call rests on the fitted dose curve; in most records, active means well fitted curve in the direction sought with a large enough effect; inconclusive means small, poorly fitted or top-dose-only effect, or another doubt; inactive means no such curve, though single readings can be large; an effect the other way counts as inactive or inconclusive. A portion of the library; count on the stated rates, not on these rows.

SMILES	D1 potentiator	D2 PAM	Anesthetic bind	RXFP1 antag	RXFP1 agonist	D1 antagonist	TRHR ag	D1 ag	TRHR PAM
CCC(C)NC(=O)CC1Oc2ccc(C)cc2NC1=O (stereo unspecified)	-16	8	4%	9	1.0%	-3	-0.5	1	-6
Cc1ccc(S(=O)(=O)N2CCCC2C(=O)NCc2ccco2)cc1 (stereo unspecified)	-1	4	-2%	13	-1.8%	3	0.1	4	-1
COC(=O)CN(c1ccc(C)cc1)S(=O)(=O)c1c(C)[nH]c(=O)[nH]c1=O	1	-3	-6%	-19	-0.6%	-1	0.6	1	-2
Cc1c(NC(=O)CN2CCN(C(c3ccccc3)c3ccccc3)CC2)c(=O)n(-c2ccccc2)n1C	2	-8	-15%	-3	0.0%	7	-1.2	3	14
OCc1cccc(Nc2ncnc3sc4c(c23)CCCCC4)c1	-11	16	?	-9	4.9%	-7	-0.6	0	8
COc1ccc(-c2nnc(N3CCC(C)CC3)c3ccccc23)cc1	14	21	-15%	0	-4.6%	26	-0.8	3	26
CCOC(=O)CN1C(=O)COc2ccc(Cl)cc21	-5	4	-10%	14	-0.9%	-2	0.9	1	-5
COCCCNC(=O)C1CCCN(S(=O)(=O)c2ccc(C)cc2)C1 (stereo unspecified)	0	-3	-4%	-9	-0.2%	2	-1.5	-1	5
Cc1c(C)c2c(OCC(=O)NCc3cccnc3)cc3c(c2oc1=O)CCC(C)(C)O3	-5	7	-4%	/	7.6%	-17	-0.8	0	3
O=C(N1CCOCC1)N1CCCN(C(=O)N2CCOCC2)CC1	4	-5	8%	-3	1.4%	6	0.5	1	1
OCc1cn(-c2ccc(Cl)cc2)nn1	2	/	-3%	14	3.0%	4	-0.2	1	-2
CNc1nnc(-c2ccncc2)s1	2	-2	-9%	3	3.2%	43	0.8	5	14
CCCCn1c(N)c(N(CCOC)C(=O)c2cc(-c3ccc(OC)c(OC)c3)nc3ccccc23)c(=O)[nH]c1=O	-6	-6	/	-7	-0.9%	-16	0.0	2	-2
Cc1c(C)c2ccc(OCC(=O)N3CCOCC3)c(C)c2oc1=O	3	-1	-10%	10	10%	-1	0.3	7	24
O=C(NCCCN1CCCCCC1)c1ccc(CS(=O)(=O)Cc2ccccc2F)o1	4	12	-6%	3	-4.2%	1	-0.2	-1	1
COC(=O)c1c(C(=O)OC)c(C)n(Cc2cccnc2)c1C	0	-5	4%	-4	0.8%	-14	0.0	0	2
CCOc1ccc(C=Nc2cccc3ncccc23)cc1	-8	1	-7%	4	-2.7%	22	-0.2	0	-10
Cc1ccc(NC(=O)CCN2C(=O)C3CC=CCC3C2=O)cc1Cl (stereo unspecified)	2	-3	/	2	1.7%	-28	0.2	0	11
COCCN=C1Sc2nc3ccc(C)cc3cc2CN1Cc1ccco1	0	-2	-19%	-17	-1.2%	4	-0.9	2	0
Cc1nn(Cc2ccc(Cl)cc2Cl)c(C)c1NC(=O)c1nn(C)cc1Cl	-2	10	?	5	-0.5%	-3	-0.6	3	-14
CCOC(=O)c1nn(-c2c(C)n(C)n(-c3ccccc3)c2=O)cc1O	-4	10	-8%	-24	0.3%	-7	0.5	2	-1
O=C(CN1C(=O)/C(=C/c2ccccc2F)Sc2ccccc21)NCC1CCCO1 (stereo unspecified)	-4	-6	-15%	3	0.1%	-18	-0.2	1	-9
Cc1ccc(S(=O)(=O)N2CCOCC2)cc1NC(=O)COC(=O)Cn1c(C)csc1=O	-8	0	/	-11	0.2%	-31*	-0.2	3	5
Cc1ccc(OCCN2CCN(C(=O)CCC(=O)Nc3nnc(CC(C)C)s3)CC2)cc1	-4	/	-9%	-23	-1.1%	-11	0.7	10	-1

Copied from the results shown, twelve compounds:
SMILES	D1 potentiator	D2 PAM	Anesthetic bind	RXFP1 antag	RXFP1 agonist	D1 antagonist	TRHR ag	D1 ag	TRHR PAM
O=C(N1CCOCC1)N1CCCN(C(=O)N2CCOCC2)CC1	4	-5	8%	-3	1.4%	6	0.5	1	1
OCc1cn(-c2ccc(Cl)cc2)nn1	2	/	-3%	14	3.0%	4	-0.2	1	-2
CNc1nnc(-c2ccncc2)s1	2	-2	-9%	3	3.2%	43	0.8	5	14
CCCCn1c(N)c(N(CCOC)C(=O)c2cc(-c3ccc(OC)c(OC)c3)nc3ccccc23)c(=O)[nH]c1=O	-6	-6	/	-7	-0.9%	-16	0.0	2	-2
Cc1c(C)c2ccc(OCC(=O)N3CCOCC3)c(C)c2oc1=O	3	-1	-10%	10	10%	-1	0.3	7	24
O=C(NCCCN1CCCCCC1)c1ccc(CS(=O)(=O)Cc2ccccc2F)o1	4	12	-6%	3	-4.2%	1	-0.2	-1	1
COC(=O)c1c(C(=O)OC)c(C)n(Cc2cccnc2)c1C	0	-5	4%	-4	0.8%	-14	0.0	0	2
CCOc1ccc(C=Nc2cccc3ncccc23)cc1	-8	1	-7%	4	-2.7%	22	-0.2	0	-10
Cc1ccc(NC(=O)CCN2C(=O)C3CC=CCC3C2=O)cc1Cl (stereo unspecified)	2	-3	/	2	1.7%	-28	0.2	0	11
COCCN=C1Sc2nc3ccc(C)cc3cc2CN1Cc1ccco1	0	-2	-19%	-17	-1.2%	4	-0.9	2	0
Cc1nn(Cc2ccc(Cl)cc2Cl)c(C)c1NC(=O)c1nn(C)cc1Cl	-2	10	?	5	-0.5%	-3	-0.6	3	-14
CCOC(=O)c1nn(-c2c(C)n(C)n(-c3ccccc3)c2=O)cc1O	-4	10	-8%	-24	0.3%	-7	0.5	2	-1

The list goes on:
SMILES	D1 potentiator	D2 PAM	Anesthetic bind	RXFP1 antag	RXFP1 agonist	D1 antagonist	TRHR ag	D1 ag	TRHR PAM
CNS(=O)(=O)c1cc(OC)ccc1OC	-3	-5	-7%	-13	1.8%	7	0.4	2	6
CS(=O)(=O)Cc1ccc(C(=O)NC2CCCc3ccccc32)cc1 (stereo unspecified)	-3	-3	2%	5	-0.7%	-5	0.3	-2	-4
CCc1cccc(N2C(=O)N(CC(=O)NCc3cccc(OC)c3OC)c3ccccc3S2(=O)=O)c1	-3	-9	7%	/	0.5%	-19	-0.1	7	-2
Cc1cc2cc(CCNC(=O)CC(C)C)c(=O)[nH]c2cc1C	-2	5	1%	/	2.8%	0	-0.3	-2	2
O=C(CSc1nnc(-c2ccco2)o1)Nc1ccccc1Cl	-5	0	-11%	0	2.3%	-13	-0.3	2	3
CCOCCCn1c(=NC(C)=O)c(C#N)cc2c(=O)n3ccccc3nc21	3	9	280%[activator]	-14	16%	9	0.0	5	1
COc1ccc(-c2onc(C)c2C)cc1S(=O)(=O)NCCc1ccccc1	-4	0	-9%	-12	2.3%	-4	0.0	2	-3
O=C(CC(NS(=O)(=O)c1ccc(Cl)cc1)c1ccco1)NCc1cccnc1 (stereo unspecified)	-5	19	-13%	-13	0.6%	-17	0.3	1	19
COc1ccc(/C=C2\CC/C(=C\c3ccc(OC)c(OC)c3)C2=O)cc1OC	-7	12	?	-14	-0.3%	16	0.9	14	2
CCOC(=O)/C=C1\SCC(=O)N1CC(=O)NC(C)c1ccccc1 (stereo unspecified)	-2	0	6%	-16	3.4%	28	0.1	1	12
Cc1nn(-c2ccccc2)c2c1C(c1ccc([N+](=O)[O-])cc1)C(C#N)=C(N)O2 (stereo unspecified)	-1	/	-6%	9	5.3%	-3	1.6	1	7
Cc1cc(=O)oc2cc(OCC(=O)Nc3c(C(C)C)cccc3C(C)C)ccc12	-2	0	-21%	-3	6.3%	8	-1.8	-3	-13
Cc1ccc(NC(=O)CN(C)CC(=O)Nc2ccc(F)c(F)c2F)c(Cl)c1	2	/	-9%	-15	-0.3%	4	-0.2	0	-2
CCN(CC)CCCNC(=O)c1ccc(Cl)c(S(=O)(=O)Nc2ccccc2OC)c1	-3	-11	-7%	-12	2.9%	4	0.2	3	-1
CN(CC(=O)Nc1ccccc1C(=O)NC1CC1)Cc1ccccc1F	3	1	/	14	1.3%	5	-0.2	1	0
Cc1cc2c(s1)c1cnn(Cc3c(Cl)cccc3Br)c(=O)c1n2C	5	/	/	/	/	20	0.7	0	-1
O=C1c2ccccc2-c2onc3c(Oc4ccccc4)cc(O)c1c23	3	-4	-14%	/	-0.4%	-6	0.4	6	0
CC(Nc1n[nH]c(=O)[nH]c1=O)C(=O)N/N=C/c1ccccc1 (stereo unspecified)	-4	9	-13%	4	1.3%	7	0.6	2	0
Nc1nc2n(n1)C(c1cccc(Cl)c1)CC(c1ccc(F)cc1)N2 (stereo unspecified)	11	-1	-4%	-18	-2.4%	6	0.6	0	-1
CCOc1ccc2nc(N/C(N)=N/C(=S)Nc3ccc(OC)cc3)nc(C)c2c1	-2	-1	-7%	/	1.0%	13	0.4	1	5
COc1ccc(C(c2c(NC(=O)c3ccccc3)sc(C)c2C)N2CCN(CCO)CC2)cc1 (stereo unspecified)	-6	-7	23%	1	0.6%	-2	2.7	5	0
O=C(NNC(=O)c1ccc(O)c(Cl)c1)c1cccc(S(=O)(=O)N2CCOCC2)c1	2	5	/	-8	-0.5%	3	1.3	5	9
O=C(CCNC(=O)c1ccccc1Cl)Nc1cc(S(=O)(=O)N2CCOCC2)ccc1N1CCCC1	-2	0	6%	-18	0.7%	8	0.6	1	-1
S=C(NC1CCCCC1)N1CCOCC1	-14	12	-8%	-7	3.4%	-7	0.5	1	-4
COc1ccc(CNC(=O)COC(=O)c2ccc3ncsc3c2)cc1OC	-3	-4	/	-15	2.0%	-23	-0.2	0	-2
CCOC(=O)c1c(-c2ccc(OC)cc2)csc1NC(=O)CSc1ncnc2sccc12	-6	-3	-5%	2	-2.8%	-10	0.5	9	5
COc1ccc(N(CC(=O)Nc2cccc(SC)c2)S(C)(=O)=O)cc1	18	-8	-5%	-21	2.0%	23	0.1	6	-2
COc1ccc(CNC(=O)c2sc3nc[nH]c(=O)c3c2C)cc1	-2	-6	-5%	-2	9.1%	1	0.6	1	1
CCOc1cc(C)c(Cl)cc1S(=O)(=O)n1ccnc1	-6	/	-7%	11	2.1%	-9	-0.2	-1	-12
Cc1ccc(NCC(=O)Nc2cccc(F)c2)cc1S(=O)(=O)N1CCCCCC1	11	-10	4%	-6	0.3%	-20	1.1	8	-12
Nc1ccc(N=Nc2ccccc2)c(N)n1	0	10	?	-22	1.0%	11	-1.1	3	8

High-throughput results deposited in PubChem BioAssay by National Center for Advancing Translational Sciences (NCATS).
